# TcdB GH inh: blocks C. difficile toxin B glycohydrolase activity; TcdB glycohydrolase enzymatic assay, plate reader; inhibition, % at 9.99 µM; 350,000 tested, 0.24% active; AID 652162; in the data active = inhibition above about 10%
# Target sequence (P18177 whole entry, looked up): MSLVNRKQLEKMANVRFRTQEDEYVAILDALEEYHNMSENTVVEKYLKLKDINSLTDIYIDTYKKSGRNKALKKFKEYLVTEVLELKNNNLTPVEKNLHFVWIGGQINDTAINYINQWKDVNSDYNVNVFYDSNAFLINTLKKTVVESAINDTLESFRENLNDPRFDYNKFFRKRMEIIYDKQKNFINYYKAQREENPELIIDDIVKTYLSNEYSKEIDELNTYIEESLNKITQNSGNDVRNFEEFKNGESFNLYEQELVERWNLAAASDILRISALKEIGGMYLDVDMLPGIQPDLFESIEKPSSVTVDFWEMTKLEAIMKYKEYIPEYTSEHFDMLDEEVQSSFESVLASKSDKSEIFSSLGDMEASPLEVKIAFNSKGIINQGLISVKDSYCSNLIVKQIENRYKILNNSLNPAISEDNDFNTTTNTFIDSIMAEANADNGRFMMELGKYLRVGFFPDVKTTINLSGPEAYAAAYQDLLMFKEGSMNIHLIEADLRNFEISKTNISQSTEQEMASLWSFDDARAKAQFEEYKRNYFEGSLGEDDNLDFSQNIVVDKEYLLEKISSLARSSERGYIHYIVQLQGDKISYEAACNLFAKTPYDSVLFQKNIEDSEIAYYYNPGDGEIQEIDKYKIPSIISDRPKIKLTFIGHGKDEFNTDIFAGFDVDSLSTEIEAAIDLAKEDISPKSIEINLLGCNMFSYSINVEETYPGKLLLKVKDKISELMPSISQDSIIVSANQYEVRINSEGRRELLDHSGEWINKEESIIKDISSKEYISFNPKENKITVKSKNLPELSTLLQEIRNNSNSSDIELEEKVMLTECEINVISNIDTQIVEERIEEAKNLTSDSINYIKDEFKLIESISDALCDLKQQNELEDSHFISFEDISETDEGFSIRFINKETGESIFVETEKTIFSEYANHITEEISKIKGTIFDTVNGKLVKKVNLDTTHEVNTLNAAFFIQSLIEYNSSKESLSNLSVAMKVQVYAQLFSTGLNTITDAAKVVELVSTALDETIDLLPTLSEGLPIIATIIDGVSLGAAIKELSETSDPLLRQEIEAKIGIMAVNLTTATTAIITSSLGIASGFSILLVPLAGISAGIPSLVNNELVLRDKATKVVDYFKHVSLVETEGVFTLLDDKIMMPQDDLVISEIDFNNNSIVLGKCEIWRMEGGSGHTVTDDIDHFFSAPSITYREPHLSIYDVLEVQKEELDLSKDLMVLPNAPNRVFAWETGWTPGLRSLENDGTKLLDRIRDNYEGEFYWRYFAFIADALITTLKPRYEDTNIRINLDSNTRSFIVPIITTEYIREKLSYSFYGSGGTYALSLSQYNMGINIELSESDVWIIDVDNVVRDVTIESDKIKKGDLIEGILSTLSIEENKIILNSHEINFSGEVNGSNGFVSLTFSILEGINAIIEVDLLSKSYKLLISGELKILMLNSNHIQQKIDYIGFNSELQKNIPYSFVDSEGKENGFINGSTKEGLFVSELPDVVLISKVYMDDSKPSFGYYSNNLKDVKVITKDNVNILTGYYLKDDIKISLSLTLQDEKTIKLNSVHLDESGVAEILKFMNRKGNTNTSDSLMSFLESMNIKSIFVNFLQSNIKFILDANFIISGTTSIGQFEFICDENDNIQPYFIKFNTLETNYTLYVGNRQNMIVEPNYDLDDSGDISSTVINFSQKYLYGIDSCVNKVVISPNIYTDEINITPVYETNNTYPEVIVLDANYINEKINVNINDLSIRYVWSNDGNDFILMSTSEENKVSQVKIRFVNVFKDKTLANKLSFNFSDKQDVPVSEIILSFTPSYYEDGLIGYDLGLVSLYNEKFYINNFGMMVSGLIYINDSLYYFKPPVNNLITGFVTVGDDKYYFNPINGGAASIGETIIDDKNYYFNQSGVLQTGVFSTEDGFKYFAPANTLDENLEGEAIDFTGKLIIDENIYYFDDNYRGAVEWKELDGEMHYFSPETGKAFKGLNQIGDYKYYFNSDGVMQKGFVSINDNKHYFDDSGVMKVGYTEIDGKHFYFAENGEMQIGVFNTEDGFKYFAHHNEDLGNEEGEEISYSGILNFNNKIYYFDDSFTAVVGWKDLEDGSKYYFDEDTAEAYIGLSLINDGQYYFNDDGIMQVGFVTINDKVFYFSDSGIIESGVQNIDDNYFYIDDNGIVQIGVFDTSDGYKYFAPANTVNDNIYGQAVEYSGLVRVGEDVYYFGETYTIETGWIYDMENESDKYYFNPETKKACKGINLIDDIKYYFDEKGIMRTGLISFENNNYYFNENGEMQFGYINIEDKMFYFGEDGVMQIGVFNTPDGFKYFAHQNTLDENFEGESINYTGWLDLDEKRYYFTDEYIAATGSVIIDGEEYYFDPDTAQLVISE
# The depositor's hits bear a star.
SMILES,TcdB GH inh
C[C@H]1CN([C@@H](C)CO)C(=O)c2cc(C3=CCCC3)cnc2O[C@H]1CN(C)Cc1ccccn1,0.1
Cc1noc(C)c1NC(=O)N(C)C[C@@H]1OCc2ccccc2-c2c(n(C)c3ccccc23)C(=O)N([C@H](C)CO)C[C@@H]1C,-0.4
CC(C)NC(=O)N(C)C[C@@H]1Oc2ccc(NC(=O)NC3CCCCC3)cc2CC(=O)N([C@H](C)CO)C[C@@H]1C,-1.2
C[C@@H]1CN([C@@H](C)CO)C(=O)c2cc(NS(C)(=O)=O)ccc2O[C@@H](C)CCCCO[C@H]1CN(C)S(=O)(=O)c1ccc(Cl)cc1,0.6
C[C@H]1CCCCO[C@@H](CN(C)C(=O)Nc2ccccc2)[C@@H](C)CN([C@@H](C)CO)C(=O)c2cc(NS(=O)(=O)c3cn(C)cn3)ccc2O1,1.3
O=C(C[C@@H]1C=C[C@@H](NC(=O)c2ccccc2)[C@H](CO)O1)NCc1ccc(Oc2ccccc2)cc1,-1.4
COc1ccc(NC(=O)Nc2ccc3c(c2)CC(=O)N([C@H](C)CO)C[C@H](C)[C@H](CN(C)Cc2ccc(Oc4ccccc4)cc2)O3)cc1,-0.2
C[C@H]1CN([C@@H](C)CO)C(=O)Cc2cc(NS(=O)(=O)c3cn(C)cn3)ccc2O[C@H]1CN(C)Cc1ccc(-c2ccccc2)cc1,1.7
C[C@H](CO)N1C[C@H](C)[C@@H](CN(C)Cc2ccc(C(=O)O)cc2)Oc2ccc(NC(=O)Nc3ccc4c(c3)OCO4)cc2C1=O,0.1
O=C(C[C@H]1C[C@H]2c3cc(NC(=O)C4CCC4)ccc3O[C@H]2[C@H](CO)O1)NCc1ccc(Cl)cc1,0.1
COc1ccc(NC(=O)Nc2ccc3c(c2)C(=O)N([C@@H](C)CO)C[C@@H](C)[C@H](CN(C)C(=O)Nc2ccc(OC)cc2)OCCCC[C@@H](C)O3)cc1,0.7
C[C@@H]1CN([C@H](C)CO)C(=O)c2cc(C#C[C@@H](C)O)cnc2O[C@@H]1CN(C)C(=O)c1ccc(F)cc1,-2.4
CCC(=O)NC[C@@H]1[C@@H](c2ccc(-c3cccc(F)c3)cc2)[C@@H](CO)N1CC1CC1,-0.1
Cc1noc(C)c1NC(=O)Nc1ccc2c(c1)C(=O)N([C@H](C)CO)C[C@@H](C)[C@H](CN(C)Cc1ccncc1)OCCCC[C@@H](C)O2,1.1
N#C[C@@H]1[C@H](c2ccc(C#Cc3ccc(F)cc3)cc2)[C@@H](CO)N1C(=O)C1CCC1,0.9
O=C(C1CCCC1)N1CCCCN2[C@@H](CO)[C@@H](c3ccc(-c4cccc(F)c4)cc3)[C@@H]2C1,-0.4
Cc1ccc(S(=O)(=O)N(C)C[C@H]2Oc3ccc(NC(=O)Cc4ccccc4)cc3C(=O)N([C@@H](C)CO)C[C@@H]2C)cc1,0.4
Cc1ccc(S(=O)(=O)N(C)C[C@H]2Oc3ccc(NS(=O)(=O)c4c(C)noc4C)cc3CC(=O)N([C@@H](C)CO)C[C@H]2C)cc1,0.8
COCC(=O)N1CCC2(CC1)CN(C(=O)Nc1ccccc1F)[C@@H](CO)c1c2c2ccc(OC)cc2n1C,0.3
CCS(=O)(=O)N1CC2(CN(Cc3cc(F)ccc3F)[C@@H](CO)c3c2c2ccc(OC)cc2n3C)C1,1.7

# Compounds from the list above that contain fluorine, in the order listed:
SMILES,TcdB GH inh
C[C@@H]1CN([C@H](C)CO)C(=O)c2cc(C#C[C@@H](C)O)cnc2O[C@@H]1CN(C)C(=O)c1ccc(F)cc1,-2.4
CCC(=O)NC[C@@H]1[C@@H](c2ccc(-c3cccc(F)c3)cc2)[C@@H](CO)N1CC1CC1,-0.1
N#C[C@@H]1[C@H](c2ccc(C#Cc3ccc(F)cc3)cc2)[C@@H](CO)N1C(=O)C1CCC1,0.9
O=C(C1CCCC1)N1CCCCN2[C@@H](CO)[C@@H](c3ccc(-c4cccc(F)c4)cc3)[C@@H]2C1,-0.4
COCC(=O)N1CCC2(CC1)CN(C(=O)Nc1ccccc1F)[C@@H](CO)c1c2c2ccc(OC)cc2n1C,0.3
CCS(=O)(=O)N1CC2(CN(Cc3cc(F)ccc3F)[C@@H](CO)c3c2c2ccc(OC)cc2n3C)C1,1.7

# 2 successive records out of the list so far, for reference:
SMILES,TcdB GH inh
COCC(=O)N1CCC2(CC1)CN(C(=O)Nc1ccccc1F)[C@@H](CO)c1c2c2ccc(OC)cc2n1C,0.3
CCS(=O)(=O)N1CC2(CN(Cc3cc(F)ccc3F)[C@@H](CO)c3c2c2ccc(OC)cc2n3C)C1,1.7

# More results.
SMILES,TcdB GH inh
C[C@H](CO)N1C[C@H](C)[C@H](CN(C)Cc2ccc(Cl)c(Cl)c2)Oc2ccc(NS(=O)(=O)c3ccc(Cl)cc3)cc2C1=O,-2.6
O=C1O[C@@H](Cc2ccccc2)[C@H]2[C@@H]3C=CCCC=C3CN2C12CCCC2,1.9
Cc1noc(C)c1NC(=O)Nc1ccc2c(c1)C(=O)N([C@@H](C)CO)C[C@H](C)[C@H](CN(C)Cc1ccc(Cl)c(Cl)c1)O2,0.2
C[C@@H]1CN([C@H](C)CO)C(=O)Cc2cc(NC(=O)C3CC3)ccc2O[C@H]1CN(C)S(=O)(=O)c1cccs1,0.0
CC=Cc1ccc2n(c1=O)C[C@H]1[C@H](CO)[C@@H](C(=O)NCC(F)(F)F)[C@@H]2N1C(=O)C1CCC1 (mixture of isomers),0.1
C[C@@H](NC(=O)C[C@@H]1C[C@H]2c3cc(NS(C)(=O)=O)ccc3O[C@H]2[C@@H](CO)O1)c1ccccc1,-0.2
CN1C(=O)c2cc(NS(=O)(=O)c3ccc(Cl)cc3)ccc2OC[C@@H]2O[C@H](CC(=O)O)CC[C@@H]21,0.4
Cc1ccc(S(=O)(=O)N[C@@H]2CC[C@@H](CCn3cc(-c4cccnc4)nn3)O[C@@H]2CO)cc1,1.3
CO[C@H]1CN(C)C(=O)c2cc(NC(=O)Nc3c(C)noc3C)ccc2OC[C@@H](C)N(CC2CC2)C[C@H]1C,0.1
C[C@@H]1CN([C@H](C)CO)C(=O)c2cccc(NC(=O)c3cnccn3)c2O[C@H]1CN(C)C(=O)Nc1ccccc1,-0.9
Cc1noc(C)c1S(=O)(=O)N(C)C[C@@H]1Oc2ccc(NS(=O)(=O)c3cn(C)cn3)cc2CC(=O)N([C@H](C)CO)C[C@@H]1C,-0.3
O=C(Nc1ccccc1)N1CC(=O)N2[C@H](C1)[C@H](c1ccc(C#Cc3cccnc3)cc1)[C@@H]2CO,0.5
CO[C@@H]1CN(C)C(=O)c2ccc(NC(=O)Nc3cccc(Cl)c3)cc2OC[C@@H](C)NC[C@H]1C,0.5
C[C@H]1CN([C@@H](C)CO)C(=O)c2cc(-c3ccc(F)cc3)cnc2O[C@H]1CN(C)C(=O)Nc1ccccc1F,0.0
O=C(Nc1ccc2c(c1)[C@H]1C[C@@H](CC(=O)N3CCOCC3)O[C@H](CO)[C@H]1O2)C1CCOCC1,0.3
Cn1cnc(S(=O)(=O)N2CCCCN3[C@H](CO)[C@@H](c4ccc(C#CC5CC5)cc4)[C@@H]3C2)c1,-2.0
C[C@H]1CN([C@@H](C)CO)C(=O)c2cccc(NC(=O)C3CCCCC3)c2O[C@H]1CN(C)C(=O)Nc1ccc(C(F)(F)F)cc1,0.9
O=C(C[C@@H]1CC[C@H](NC(=O)Nc2cc(F)ccc2F)[C@H](CO)O1)NCc1ccccn1,0.9
CC(C)NC(=O)Nc1ccc2c(c1)C(=O)N([C@@H](C)CO)C[C@@H](C)[C@@H](CN(C)Cc1ccc(C(F)(F)F)cc1)O2,1.1
O=C(C[C@@H]1C=C[C@@H](NC(=O)c2ccccc2)[C@H](CO)O1)NCCc1ccncc1,-1.9
Cc1ccc(S(=O)(=O)N[C@@H]2CC[C@H](CCNC(=O)Cc3ccccn3)O[C@H]2CO)cc1,-0.5
COc1ccc2c3c([nH]c2c1)[C@@H](CO)N(C(=O)c1ccncc1)CC31CCN(C)CC1,1.4
CCS(=O)(=O)NCC[C@@H]1CC[C@@H](NS(=O)(=O)c2cccc(Cl)c2)[C@@H](CO)O1,-0.2
COCC(=O)N1CCCCN2[C@@H](CO)[C@H](c3ccc(C#Cc4cccnc4)cc3)[C@@H]2C1,0.5
C[C@@H]1CN([C@H](C)CO)C(=O)c2cccc(NC(=O)Nc3ccccc3)c2O[C@H]1CN(C)Cc1ccc2c(c1)OCO2,-2.2
COc1ccc(NC(=O)N(C)C[C@H]2Oc3cc(C#CCC(C)C)ccc3S(=O)(=O)N([C@@H](C)CO)C[C@H]2C)cc1,0.1
O=C(C[C@H]1C=C[C@@H](NC(=O)c2cccc(F)c2)[C@H](CO)O1)NCCN1CCCC1,0.5
CO[C@H]1CN(C)C(=O)c2cc(NC(=O)Nc3ccc4c(c3)OCO4)ccc2OC[C@@H](C)NC[C@H]1C,0.4
CN1[C@H](CO)[C@H]2c3ccccc3NC[C@H]21,-1.2
C[C@H](CO)N1C[C@H](C)[C@H](CN(C)C(=O)Nc2ccc(C(F)(F)F)cc2)OCCCC[C@H](C)Oc2ccc(NC(=O)c3ccncc3)cc2C1=O,-0.6
C[C@@H]1CN([C@H](C)CO)C(=O)c2cc(N(C)C)ccc2O[C@H]1CN(C)C(=O)Nc1ccc(F)cc1,-1.4
O=C(Nc1ccccc1F)N[C@@H]1C=C[C@H](CC(=O)N2CCCCC2)O[C@H]1CO,-0.8
O=C(C[C@@H]1C[C@@H]2c3cc(NC(=O)c4ccc5c(c4)OCO5)ccc3O[C@@H]2[C@@H](CO)O1)NCc1cc(F)ccc1F,-1.2
C[C@@H]1CN([C@H](C)CO)C(=O)Cc2cc(NC(=O)CCC(F)(F)F)ccc2O[C@H]1CN(C)C,-0.4
CC(C)NC(=O)N(C)C[C@H]1Oc2cc(C#CC(C)(C)O)ccc2S(=O)(=O)N([C@@H](C)CO)C[C@H]1C,0.5
N#C[C@@H]1[C@H](c2ccc(C#Cc3ccccc3F)cc2)[C@H](CO)N1C(=O)C1CC1,0.4
C[C@H]1CN([C@@H](C)CO)C(=O)c2cc(NS(=O)(=O)c3cccs3)ccc2O[C@@H]1CN(C)C(=O)Nc1ccccc1,-1.5
CCS(=O)(=O)NCC[C@H]1CC[C@H](NS(=O)(=O)c2cccc(F)c2)[C@H](CO)O1,-7.9
CCC(=O)N(C)C[C@@H]1Oc2cc(-c3ccccc3C)ccc2S(=O)(=O)N([C@H](C)CO)C[C@H]1C,0.0
Cc1ccc(S(=O)(=O)Nc2cccc3c2O[C@H](CN(C)C(=O)NC2CCCCC2)[C@@H](C)CN([C@H](C)CO)C3=O)cc1,1.6
Cc1ccc(S(=O)(=O)Nc2ccc3c(c2)C(=O)N([C@H](C)CO)C[C@H](C)[C@@H](CN(C)Cc2ccc(Cl)c(Cl)c2)OCCCC[C@@H](C)O3)cc1,-0.3
Cc1ccc(NC(=O)C[C@H]2CC[C@H]3[C@@H](COc4ccc(NC(=O)C5CCC5)cc4C(=O)N3C)O2)cc1,0.3
CCNC[C@@H]1[C@@H](c2ccccc2)[C@@H](CO)N1C(=O)Cc1ccccn1,1.3
C[C@H]1CN([C@@H](C)CO)C(=O)c2cc(-c3ccc(F)cc3)cnc2O[C@@H]1CN(C)C(=O)NC1CCCC1,-1.8
CO[C@H]1CN(C)C(=O)c2cc(NC(=O)c3cccc(F)c3)ccc2OC[C@@H](C)N(C)C[C@@H]1C,0.1
O=C(C[C@@H]1C[C@H]2c3cc(NC(=O)Nc4ccccc4F)ccc3O[C@H]2[C@@H](CO)O1)NC1CCCCC1,-1.9
CCC(=O)N1CCCCN2[C@H](CO)[C@H](c3ccc(-c4cccnc4)cc3)[C@@H]2C1,1.0
COc1ccc(NC(=O)Nc2ccc3c(c2)C(=O)N([C@@H](C)CO)C[C@@H](C)[C@@H](CN(C)C)OCCCC[C@@H](C)O3)cc1,1.0
Cc1noc(C)c1NC(=O)Nc1ccc2c(c1)C(=O)N(C)[C@H]1CC[C@H](CC(=O)NCc3ccc(Cl)cc3)O[C@H]1CO2,-2.1
O=C(C[C@@H]1C=C[C@H](NC(=O)C2CCOCC2)[C@H](CO)O1)Nc1nccs1,-0.7
# (more compounds)
SMILES,TcdB GH inh
CC=Cc1ccc2n(c1=O)C[C@@H]1[C@@H](CO)[C@H](C(=O)N3CCC(Cc4ccccc4)CC3)N(C)[C@H]21 (mixture of isomers),-1.4
COc1ccc(S(=O)(=O)N(C)C[C@@H]2Oc3ccc(NC(=O)NC(C)C)cc3CC(=O)N([C@@H](C)CO)C[C@@H]2C)cc1,0.8
CCCNC(=O)N[C@@H]1CC[C@H](CC(=O)N2CCN(C)CC2)O[C@H]1CO,-0.5
C[C@@H]1CCCCO[C@@H](CN(C)C(=O)Nc2ccccc2)[C@@H](C)CN([C@@H](C)CO)C(=O)c2cc(NC(=O)Nc3ccc4c(c3)OCO4)ccc2O1,-0.2
C/C=C/c1ccc([C@@H]2[C@@H](CO)N(Cc3cccc(F)c3)C23CN(C(C)=O)C3)cc1,-0.5
O=C(C[C@@H]1CC[C@H](NC(=O)C2CC2)[C@@H](CO)O1)NCC1CC1,0.1
C[C@H]1CN([C@@H](C)CO)C(=O)Cc2cc(NC(=O)Cn3cnnn3)ccc2O[C@H]1CN(C)Cc1ccc(Oc2ccccc2)cc1,1.9
C[C@H](CO)N1C[C@H](C)[C@@H](CN(C)S(=O)(=O)c2cn(C)cn2)OCCCC[C@H](C)Oc2ccc(N(C)C)cc2C1=O,-14
C[C@H](CO)N1C[C@H](C)[C@@H](CN(C)C(=O)Nc2ccccc2)Oc2ncc(C#CC3CC3)cc2C1=O,0.4
C[C@@H]1CN([C@H](C)CO)C(=O)c2cc(NS(=O)(=O)c3cn(C)cn3)ccc2O[C@H]1CN(C)Cc1ccc(Cl)c(Cl)c1,0.7
C[C@H]1CN([C@@H](C)CO)C(=O)c2cc(/C=C/c3ccccc3)cnc2O[C@H]1CN(C)C(=O)CN(C)C,-0.1
O=C(CCN1CCCCC1)N[C@@H]1CC[C@H](CCNS(=O)(=O)c2ccccc2)O[C@H]1CO,0.6

# Screening data from PubChem BioAssay.

# An excerpt; rates above refer to the full screens.
